TEAD-YAP inh: TEAD-YAP interaction inhibition | inhibition, % at 9.12 µM | 1.4% of 640,000 active | HEK-TIYL cells, TEAD-Gal4/YAP UAS-luciferase luminescence; in the data active = inhibition above about 32%;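 note: 0% = median of test compound wells and 100% = reference inhibitor wells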
GPR151 activ: human GPR151 activation. activation, % at 11.2 µM. PathHunter beta-arrestin GPR151 cells, luminescence. 1% of 650,000 active. AID 1508602. Q8TDV0; in the data active = activation above about 4.9%;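 note: 0% = median of compound wells and 100% = cells with positive control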
Target sequence (Q8TDV0 whole entry, looked up): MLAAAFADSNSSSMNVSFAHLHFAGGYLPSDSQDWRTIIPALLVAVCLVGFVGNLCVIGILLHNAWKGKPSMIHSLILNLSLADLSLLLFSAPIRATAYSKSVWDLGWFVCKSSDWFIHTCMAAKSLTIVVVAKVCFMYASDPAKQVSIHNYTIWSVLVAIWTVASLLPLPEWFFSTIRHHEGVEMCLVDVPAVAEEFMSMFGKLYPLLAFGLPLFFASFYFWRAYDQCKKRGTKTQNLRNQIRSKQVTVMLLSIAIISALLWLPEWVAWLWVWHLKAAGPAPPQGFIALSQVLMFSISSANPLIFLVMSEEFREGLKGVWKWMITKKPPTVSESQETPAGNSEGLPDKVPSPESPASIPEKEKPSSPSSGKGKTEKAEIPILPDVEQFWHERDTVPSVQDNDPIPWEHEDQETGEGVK
FBW7 activator: human FBW7 E3 ligase activation, primary screen; Q969H0; AlphaScreen FBW7–phospho-cyclin E peptide binding, activator screen; normalized activity (activation), % at 26.1 µM; 0.13% of 650,000 active; AID 1259310; in the data active = normalized activity above about 1.9%;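 note: purified mutant Fbw7 with reduced substrate affinity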
MITF primary: human MITF inhibition, primary screen | O75030 | 0.91% of 650,000 active | inhibition, % at 2.6 µM | AlphaScreen MITF homodimerization, bead proximity signal; in the data active = inhibition above about 50%;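 note: 0% = vehicle wells with protein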
Target sequence (O75030 whole entry, looked up): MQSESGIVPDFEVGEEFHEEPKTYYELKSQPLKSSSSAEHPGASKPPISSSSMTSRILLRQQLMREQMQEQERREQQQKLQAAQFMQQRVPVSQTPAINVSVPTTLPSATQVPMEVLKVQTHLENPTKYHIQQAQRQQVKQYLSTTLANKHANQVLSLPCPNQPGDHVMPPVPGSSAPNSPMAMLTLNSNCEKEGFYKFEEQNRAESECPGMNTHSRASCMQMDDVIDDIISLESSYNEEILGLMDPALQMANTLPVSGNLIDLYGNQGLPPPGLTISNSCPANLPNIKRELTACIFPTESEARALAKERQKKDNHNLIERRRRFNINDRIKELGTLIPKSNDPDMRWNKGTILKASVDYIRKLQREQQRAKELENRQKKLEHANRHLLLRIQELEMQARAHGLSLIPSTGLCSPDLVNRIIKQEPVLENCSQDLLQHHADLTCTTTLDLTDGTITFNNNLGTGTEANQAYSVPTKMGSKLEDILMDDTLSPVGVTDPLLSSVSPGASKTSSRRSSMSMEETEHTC
Active calls of the source: *; & = joins results of further samples.

No.	canonical_smiles	TEAD-YAP inh	GPR151 activ	FBW7 activator	MITF primary
1	Cc1cccc(C(=O)NCC23CC4CC(CC(C4)C2)C3)c1[N+](=O)[O-]	5.1	1.0	0.0	-4.2
2	O=C(NC1CCN(Cc2ccccc2)CC1)c1csc(Nc2cnccn2)n1	15.3	-0.9	0.1	10.8
3	O=C(Nc1cccc(F)c1)NC1(C(=O)Nc2ccc3c(c2)OCO3)CCCCC1	-0.8	-0.9	0.0	-6.0
4	CCC(C)N(C)C1CCN(C(=S)Nc2ccc(OC)cc2)CC1 (centres undefined)	-6.0	2.2	0.7	-1.9
5	CCOC(=O)N1CCN(C(=O)C2CCCN(c3nn4c(=O)cc(C)nc4s3)C2)CC1 (centres undefined)	-1.0	5.6*	0.2	-11.2
6	CCCn1cc(CN2CCN(Cc3cccs3)C(CCO)C2)c(C)n1 (centres undefined)	-13.1	2.8	0.0	-2.0
7	CCOc1cc(C)c(Cl)cc1S(=O)(=O)N1CCN(CC)CC1	4.3	0.5	0.0	4.2
8	COc1cc(CN2CCN(Cc3ccc(OC)cc3OC)CC2)cc(OC)c1	-2.7	-0.8	-0.5	70.5*
9	N=C1S/C(=C\c2ccc(F)cc2F)C(=O)N1c1ccc2c(c1)OCO2	-1.3	-0.6	0.0	-11.1
10	Oc1cccc(-c2cnc3c(Nc4ccc(Cl)cc4)nccn23)c1	5.9	0.3	0.1	-14.5
11	CCC[n+]1cccc2ccc3cccnc3c21	53.8*	-1.3	0.2	11.5
12	CC(=O)c1ccc(NC(=O)C23CC4CC(C2)CC(n2nnc(C)n2)(C4)C3)cc1	11.0	1.2	0.2	7.2
13	CCOC(=O)C1=C(C)N=c2s/c(=C\c3ccc(OCc4ccc([N+](=O)[O-])cc4)c(OC)c3)c(=O)n2C1c1ccc(OC)c(OC)c1 (centres undefined)	-8.5	0.8	0.1	-8.5
14	CCOC(=O)c1sc2nc(SCc3cccc([N+](=O)[O-])c3)n(CC3CCCO3)c(=O)c2c1C (centres undefined)	-2.9	0.3	-0.2	-3.3
15	COc1ccc(-c2nc3cc(Cl)ccc3o2)cc1OC	-44.0	5.8*	0.0	7.8
16	Clc1ccccc1Cc1noc(-c2ccccc2Br)n1	-36.9	1.7	0.1	-5.4
17	Cc1occc1C(=O)N1CCc2c([nH]c3ccccc23)C1c1ccccn1 (centres undefined)	10.0	0.8	-0.1	8.2
18	N#Cc1c(N)nc2c(c1-c1cccnc1)CCCCCC2	-4.2	-1.1	0.6	6.9
19	COc1ccc(N=C(C)c2c(C)[nH]n(-c3ccccc3)c2=O)c(OC)c1	-15.7	0.4	-0.4	-2.3
20	COc1cc(OC)cc(C(=O)Nc2nc(-c3cc4ccccc4o3)cs2)c1	-6.3	1.9	0.0	7.3
21	C/C(=N\Nc1ccccc1Cl)c1ccccn1	-46.1	-1.7	-0.1	-1.3
22	CNS(=O)(=O)c1cc(-c2nnc(Nc3ccc(OC)c(C(N)=O)c3)c3ccccc23)ccc1C	-8.4	-1.4	0.2	-4.8
23	O=C(CC(F)(F)F)N1CCCC(N2CCOCC2)C1 (centres undefined)	6.7	0.1	-0.1	3.4
24	COc1ccc(CCNC(=O)C2CC(=O)N(C3CCCC3)C2)cc1OC (centres undefined)	-6.5	-0.7	0.1	-2.8
25	CCOC(=O)C1=C(C)N(c2ccc(OC)cc2)C(=O)/C1=C\c1cccc(Cl)c1	-2.9	3.7	0.0	4.3
26	Cc1c(N=Cc2cccc(Br)c2)c(=O)n(-c2ccccc2)n1C	2.8	0.4	0.1	10.1
27	COc1ccc(-c2cc(NCc3cccc(C(F)(F)F)c3)nc(N)n2)cc1	3.3	0.3	0.4	8.7
28	CCNC(=S)N1CCC(NC(=O)C23CC4CC(CC(C4)C2)C3)CC1	11.9	-0.1	0.2	9.7
29	COC(=O)Cc1c(C)c2ccc(OCC=C(C)C)cc2oc1=O	-6.0	1.2	0.1	14.8
30	C=CCN1C(=O)S/C(=C\c2cc3c(cc2[N+](=O)[O-])OCO3)C1=O	-24.8	-0.4	0.3	15.4
31	CC1(C)CC(=O)C(Sc2ccc(I)cc2)=C(N2CCOCC2)C1	7.9	0.4	0.2	13.2
32	O=C(CCCOc1ccccc1)Nc1ncn[nH]1	-1.4	0.3	-0.5	-5.8
33	N#C/C(=C/c1cc([N+](=O)[O-])ccc1OCc1ccc(Cl)cc1Cl)c1nc2ccccc2[nH]1	4.7	1.0	-0.1	10.7
34	COc1cc(CN2CCNC(=O)C2CC(=O)NCCCN2CCOCC2)cc(OC)c1 (centres undefined)	-3.1	-0.6	0.1	-9.4
35	CCCn1c(=N)c(C(=O)NC2CCCCC2)cc2c(=O)n3cccc(C)c3nc21	2.8	-1.0	-0.1	10.6
36	CC1=CCC2C(=O)N(c3ccc(C(=O)NC(C)c4ccccc4)cc3)C(=O)C2C1 (centres undefined)	-1.9	-0.8	0.0	-16.7
37	CCOC(=O)c1cc2c(=O)n3ccccc3nc2n(C2CCCCC2)c1=NC(=O)c1cccc(F)c1	-1.6	0.8	0.3	-0.8
38	Cc1nc2ccccc2nc1SCC(=O)N1CCCC1	-9.6	0.8	-0.2	11.2
39	N#Cc1ccc(-c2cnc(N)c(-c3ccc(O)cc3)n2)cc1	-9.7	-1.7	-0.2	-6.3
40	C(=C\c1ccccc1)/CN1CCc2nncn2CC1	3.5	-0.3	-0.1	-4.4
41	CCC(C)CC(=O)N1CCC(C2(CC)NC(=O)N(CCc3scnc3C)C2=O)CC1 (centres undefined)	-2.5	-0.9	0.6	13.6
42	CC1CCCCN1C(=O)C(c1ccccc1)c1ccccc1 (centres undefined)	4.8	-1.2	0.0	10.6
43	CC(=O)Oc1ccc2c(=O)c(-c3ccccc3)c(C(F)(F)F)oc2c1C	1.5	2.0	-0.3	-7.3
44	O=C(O)c1c(CNC2CCCC2)c2ccccc2n1Cc1ccc(Cl)cc1	22.6	1.4	0.2	13.2
45	COC(=O)c1ccccc1/C=C/c1[nH]c(=O)[nH]c(=O)c1[N+](=O)[O-]	3.3	1.7	-0.1	-1.5
46	O=C1C(Nc2ccccc2)=CC(c2cccc(F)c2)N1c1ccccc1 (centres undefined)	6.5	3.0	0.3	18.3
47	CCN1C(=O)S/C(=C\c2cc(OC)c(O)c([N+](=O)[O-])c2)C1=O	-0.2	0.0	0.1	-3.0
48	NC(=O)NC(=O)c1nc2ccccc2[nH]c1=O	9.6	-0.3	-0.2	6.0
49	Cc1cccc(NC(=O)CSc2nc(N)c(C#N)c(-c3ccccc3)c2C#N)c1	-2.4	-0.3	0.4	11.3
50	CCSC1=C(C#N)C(=O)NC(c2ccco2)S1 (centres undefined)	1.1	-0.3	0.0	2.8
51	CC(C)(C)c1ccc(C(=O)NCC(=O)N2CCNC(=O)C2)cc1	-4.0	0.1	0.1	4.9
52	O=C1C2C3C=CC(C3)C2C(=O)N1c1ccc(-c2nc(-c3ccccc3)c3ccccc3n2)cc1 (centres undefined)	-9.3	-2.0	-0.2	-0.9
53	CCC(C)NS(=O)(=O)c1ccc(-n2cccn2)cc1 (centres undefined)	-0.9	0.0	0.1	9.9
54	Cn1c(=O)cc(SCC(=O)N2CCCC2)c2cc(Cl)ccc21	-11.2	-0.9	0.1	-17.3
55	Cc1ccccc1NC(=O)c1cc(N)ccc1N1CCCCC1	21.3	-0.7	0.0	4.7
56	COc1cccc(-c2cc(=O)c3ccccc3o2)c1N	-53.0	-1.5&-2.3&-1.2	0.0&-0.2	-11.2&26.1&4.2
57	CCOC(=O)c1ccc(NC(=O)CSc2nc3ccsc3c(=O)n2Cc2ccccc2)cc1	1.2	1.4	-0.1	-4.3
58	CCCNC(=O)CCc1c(C)nc2cc(-c3ccccc3OC)nn2c1C	18.3	-0.1	-0.4	-7.3
59	Cc1ccc(-c2ccc(=O)n(CC(=O)NC3CCCC3)n2)cc1	-0.1	2.2	-0.2	-0.1
60	CC(=O)N1CCN(Cc2ccc(F)cc2)CC1	0.8	0.2	0.0	15.1

Sorted by SMILES length (descending): some entries from above
No.	canonical_smiles	TEAD-YAP inh	GPR151 activ	FBW7 activator	MITF primary
51	CC(C)(C)c1ccc(C(=O)NCC(=O)N2CCNC(=O)C2)cc1	-4.0	0.1	0.1	4.9
56	COc1cccc(-c2cc(=O)c3ccccc3o2)c1N	-53.0	-1.5&-2.3&-1.2	0.0&-0.2	-11.2&26.1&4.2
48	NC(=O)NC(=O)c1nc2ccccc2[nH]c1=O	9.6	-0.3	-0.2	6.0

Three entries picked at random from the list so far, as already listed:
No.	canonical_smiles	TEAD-YAP inh	GPR151 activ	FBW7 activator	MITF primary
53	CCC(C)NS(=O)(=O)c1ccc(-n2cccn2)cc1 (centres undefined)	-0.9	0.0	0.1	9.9
50	CCSC1=C(C#N)C(=O)NC(c2ccco2)S1 (centres undefined)	1.1	-0.3	0.0	2.8
58	CCCNC(=O)CCc1c(C)nc2cc(-c3ccccc3OC)nn2c1C	18.3	-0.1	-0.4	-7.3

The listing picks up, starting 5 compounds before the break.
No.	canonical_smiles	TEAD-YAP inh	GPR151 activ	FBW7 activator	MITF primary
56	COc1cccc(-c2cc(=O)c3ccccc3o2)c1N	-53.0	-1.5&-2.3&-1.2	0.0&-0.2	-11.2&26.1&4.2
57	CCOC(=O)c1ccc(NC(=O)CSc2nc3ccsc3c(=O)n2Cc2ccccc2)cc1	1.2	1.4	-0.1	-4.3
58	CCCNC(=O)CCc1c(C)nc2cc(-c3ccccc3OC)nn2c1C	18.3	-0.1	-0.4	-7.3
59	Cc1ccc(-c2ccc(=O)n(CC(=O)NC3CCCC3)n2)cc1	-0.1	2.2	-0.2	-0.1
60	CC(=O)N1CCN(Cc2ccc(F)cc2)CC1	0.8	0.2	0.0	15.1
61	CC1(C)CC(=O)c2sc(NC(=O)CCOc3ccccc3)nc2C1	9.2	-0.7	-0.1	5.7
62	COc1cccc(C(=O)N(Cc2ccccc2F)C2CCS(=O)(=O)C2)c1 (centres undefined)	11.7	-1.1	0.9	7.6
63	CC(C)c1nnc(NC(=S)NC(=O)c2ccc(Br)cc2)s1	-65.7	-1.1	-0.1	5.1
64	CCCn1c(=O)c2c(nc3n(-c4cccc(C)c4)c(C)c(C)n23)n(C)c1=O	-4.7	-0.1	0.2	10.7
65	CCOCCOC(=O)C1=C(C)NC(=O)NC1c1cccc(Br)c1 (centres undefined)	12.5	0.6	0.2	1.5
66	CCOC(=O)C1=C(C)NC2=C(C(=O)C(C(=O)OCC)C(c3ccccc3OC)C2)C1c1ccccc1Cl (centres undefined)	-0.2	2.1	0.4	9.6
67	CC1(C)Oc2ccc(C(=O)Nc3ccccc3F)cc2N(CC(=O)Nc2ccccc2)C1=O	0.1	1.3	-0.2	-3.1
68	CCOC(=O)/C(C#N)=C/c1ccc(OC(=O)c2ccco2)c(OCC)c1	9.5	3.5	-0.3	-10.5
69	CCOCCn1cnc2sc(C(=O)Nc3ccc(F)cc3Cl)c(C)c2c1=O	-2.2	0.7	0.0	-6.8
70	COc1ccc2[nH]cc(CCN3C(=O)C4CCCCC4C3=O)c2c1 (centres undefined)	4.1	-1.3	0.6	7.3
71	CCC(C)NC(=O)Nc1cccc(Cl)c1 (centres undefined)	4.0	0.7	0.1	40.3
72	CN1CC(=O)N2CCN(C(=O)c3ccccc3)C[C@@H]2C1=O	-4.5	-0.2	-0.3	-6.8
73	CCC(=O)N1C(=O)CC(C)N(C(=O)CC)c2ccccc21 (centres undefined)	0.7	5.9*	0.1	-6.8
74	CCOC(=O)c1cn[nH]c1S(=O)(=O)N1CCN(C)CC1	-6.9	0.9	0.2	9.2
75	O=C(CCC1CCN(C(=O)C2COc3ccccc3O2)CC1)Nc1ccccc1 (centres undefined)	-2.7	0.4	-0.1	-2.3
76	Cc1ccc(NC(=O)CSc2ccc(-c3ccccn3)nn2)cc1	-0.4	-1.0	-1.9	31.8
77	CC(C)N(CCNc1nc(NCc2cccnc2)nc2c1ncn2-c1ccccc1)C(C)C	-1.1	-0.7	0.2	8.9
78	CCOC(=O)c1ccc2nc(C)cc(Nc3cccc([N+](=O)[O-])c3)c2c1	13.9	1.3	0.1	15.4
79	Cc1ncn(-c2ccc(Nc3ncc(Br)c(-c4cnn(C)c4)n3)cc2)n1	68.7*	-1.7	-0.1	11.9
80	COCCN(Cc1cccc(C)c1)C(=O)c1nc2ccc(-c3cn[nH]c3)cc2s1	-4.0	-1.4	0.1	24.9

Profiles from above:
Cc1ccc(-c2ccc(=O)n(CC(=O)NC3CCCC3)n2)cc1 as listed: TEAD-YAP inh: -0.1; GPR151 activ: 2.2; FBW7 activator: -0.2; MITF primary: -0.1
Cc1occc1C(=O)N1CCc2c([nH]c3ccccc23)C1c1ccccn1 (centres undefined) as listed: TEAD-YAP inh: 10.0; GPR151 activ: 0.8; FBW7 activator: -0.1; MITF primary: 8.2

High-throughput results deposited in PubChem by The Scripps Research Institute Molecular Screening Center.
